BLM inh: Bloom syndrome helicase (human) inhibition; P54132; recombinant BLM DNA unwinding, fluorescence dequenching; Potency, µM (top dose mostly 56.1 µM), inactives show at the highest dose activity change, negative = inhibition, most hits filed as inhibitors; 350,000 compounds, 0.2% hits;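 further: plate controls were vehicle for no effect and no enzyme for full effect; nearly all actives have a fitted effect of over 35% in size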
BAZ2B block: blocks human BAZ2B. Q9UIF8. AlphaScreen BAZ2B-H3K14Ac peptide displacement. Potency, µM (top dose mostly 114 µM), for the others: at the highest dose activity change, negative = inhibition, hits mostly inhibitors. 360,000 compounds, 4.4% hits. AID 504333; further: on the % scale 0 is the no-effect control and ±100 the full control effect; nearly all actives have a fitted effect of over 60% in size
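Multi-concentration screen (max 110 uM) measuring displacement of acetylated histone H3 peptide from BAZ2B by AlphaScreen, using 50 nM protein, 50 nM peptide and 10 ug/mL streptavidin donor plus Ni-chelate acceptor beads.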
G9a block: inhibitors of human histone lysine methyltransferase G9a; Q96KQ7; G9a H3K9 monomethylation, AlphaScreen, 2 h; Potency, µM (doses to about 102 µM), for inactives: at the top dose activity, negative = inhibition, most hits filed as inhibitors; 350,000 compounds, 8.8% hits; AID 504332; further: on the % scale 0 is the no-effect control and ±100 the full control effect; nearly all actives have a fitted effect of over 75% in size
Target sequence (Q96KQ7 913-1193 limits assumed): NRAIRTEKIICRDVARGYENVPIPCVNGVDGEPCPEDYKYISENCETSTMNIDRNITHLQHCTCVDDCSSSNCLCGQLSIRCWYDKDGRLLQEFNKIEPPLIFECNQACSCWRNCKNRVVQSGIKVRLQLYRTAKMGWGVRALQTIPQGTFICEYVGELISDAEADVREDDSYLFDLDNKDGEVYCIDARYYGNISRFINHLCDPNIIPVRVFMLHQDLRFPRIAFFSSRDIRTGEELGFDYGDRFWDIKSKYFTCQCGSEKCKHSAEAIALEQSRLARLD
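AlphaScreen detection with an anti-monomethyl H3K9 antibody quantified product after a 2 h room-temperature reaction containing 500 nM biotinylated H3K9 peptide, 20 µM SAM and 20 nM enzyme, which had been preincubated 15 min with compound.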
POLH inh: blocks human DNA polymerase eta activity; Q9Y253; recombinant Pol eta, fluorescent DNA replication assay; Potency, µM (top dose mostly 114 µM), inactives show top-dose activity change, negative = inhibition, usual class: inhibitors; 390,000 compounds, 1.2% hits; further: on the % scale 0 is the no-effect control and ±100 the full control effect
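Pol eta at 10 nM preincubated with compounds 15 min at room temperature; reaction started with fluorescent substrate (50 nM final) and read kinetically at 0 and 10 min.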
POLI inh: blocks human DNA polymerase iota activity; Q9UNA4; Pol iota fluorescent replication assay, 10 min; Potency, µM (titrated, usually from 115 µM), for the others: at the top dose activity, negative = inhibition, hits mostly inhibitors; 390,000 compounds, 1% hits; AID 588590
Target sequence (Q9UNA4 whole entry, looked up): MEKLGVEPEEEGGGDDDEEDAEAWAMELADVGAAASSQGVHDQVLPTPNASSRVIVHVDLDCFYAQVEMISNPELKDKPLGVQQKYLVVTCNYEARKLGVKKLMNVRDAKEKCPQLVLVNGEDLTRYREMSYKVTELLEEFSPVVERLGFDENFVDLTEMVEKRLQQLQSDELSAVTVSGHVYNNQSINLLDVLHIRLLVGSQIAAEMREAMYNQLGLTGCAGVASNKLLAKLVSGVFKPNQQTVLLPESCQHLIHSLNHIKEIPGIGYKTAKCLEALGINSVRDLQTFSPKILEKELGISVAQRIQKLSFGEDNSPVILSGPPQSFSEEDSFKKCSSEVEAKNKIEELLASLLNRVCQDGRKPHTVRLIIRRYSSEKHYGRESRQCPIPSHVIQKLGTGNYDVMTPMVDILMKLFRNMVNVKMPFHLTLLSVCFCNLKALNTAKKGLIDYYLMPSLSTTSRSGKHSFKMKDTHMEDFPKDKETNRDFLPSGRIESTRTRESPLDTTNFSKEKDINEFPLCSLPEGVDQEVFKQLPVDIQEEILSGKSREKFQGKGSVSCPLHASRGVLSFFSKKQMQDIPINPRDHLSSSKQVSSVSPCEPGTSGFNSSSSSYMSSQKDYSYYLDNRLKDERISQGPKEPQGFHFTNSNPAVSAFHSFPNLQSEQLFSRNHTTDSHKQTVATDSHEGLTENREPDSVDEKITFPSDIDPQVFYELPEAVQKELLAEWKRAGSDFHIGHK
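Fluorescent replication assay read twice, at 0 min and 10 min after adding 50 nM (final) substrate. Enzyme (10 nM) and compounds were first incubated 15 min at room temperature; enzyme-free buffer wells were negative controls.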
POLK inh: inhibitors of human DNA polymerase kappa; purified Pol kappa, fluorescent DNA synthesis assay, 10 min; Q9UBT6; Potency, µM (series often up to 107 µM), for inactives: at the highest dose activity, negative = inhibition, hits mostly inhibitors; 400,000 compounds, 0.53% hits; further: on the % scale 0 is the no-effect control and ±100 the full control effect
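Here, compound and 10 nM enzyme are combined for 15 min at room temperature; adding 50 nM substrate (final) starts DNA synthesis, tracked by fluorescence at 0 and 10 min against buffer-only wells.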
JMJD2A Tudor: blocks the human JMJD2A Tudor domain. AlphaScreen JMJD2A-Tudor / H3K4me3 peptide binding. Potency, µM (doses to about 114 µM), for the others: at the highest dose activity change, negative = inhibition, hits mostly inhibitors. 390,000 compounds, 4.4% hits; further: on the % scale 0 is the no-effect control and ±100 the full control effect; nearly all actives have a fitted effect of over 50% in size
APE1 inh: inhibitors of human APE1 endonuclease | P27695 | recombinant APE1, TAMRA/BHQ-2 abasic DNA cleavage fluorescence | Potency, µM (titrated, usually from 65.8 µM), inactives show at the top dose activity change, negative = inhibition, hits mostly inhibitors | 350,000 compounds, 0.35% hits | AID 2517;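 further: plate controls were vehicle for no effect and reference inhibitor for full effect; nearly all actives have a fitted effect of over 55% in size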
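Enzyme (0.75 nM final) and test compound are incubated 15 min at room temperature before adding 50 nM quenched THF abasic-site duplex. Cleavage dequenches TAMRA, followed at 525/598 nm over three reads one minute apart.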
Pol beta inh: blocks human DNA polymerase beta activity; P06746; 340,000 compounds, 1.3% hits; Pol beta primer extension/strand displacement, fluorescence kinetic; Potency, µM (titrated, usually from 114 µM), inactives show at the top dose activity change, negative = inhibition, actives largely listed as inhibitors; further: on the % scale 0 is the no-effect control and ±100 the full control effect
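Pol beta (10 nM) and compounds were preincubated 15 min at room temperature, then 50 nM substrate (final) started primer extension/strand displacement. Reads were taken at 0 and 10 min; concentration-response data were fitted to a four-parameter Hill equation.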
* marks the source's active call; other numbers are inactive results; ? = inconclusive; nt = not tested or not shown; [ ] = remark or other dose. The call rests on the fitted dose curve; in most records, active means well fitted curve in the direction sought with a large enough effect; inconclusive means small, poorly fitted or top-dose-only effect, or another doubt; inactive means no such curve, though single readings can be large; an effect the other way counts as inactive or inconclusive. Potency means the concentration at half of the fitted maximal effect.

Molecule | BLM inh | BAZ2B block | G9a block | POLH inh | POLI inh | POLK inh | JMJD2A Tudor | APE1 inh | Pol beta inh
C/C(=N\O)C1(C)N(O)C(C)(C)C(c2ccc(F)cc2)=[N+]1[O-] (stereo not given) | -3% | ? | 6% | 7% | 4% | -8% | -15% | -6% | 10%
CC(C)c1ccc(NC(=O)C2CC(=O)N(C3CCCC3)C2)cc1 (stereo not given) | 0% | 2% | 3% | -14% | 21% | 8% | -10% | 37% | 7%
Cc1ccc2ncnc(Nc3cccc(C(=O)O)c3)c2c1 | -8% | 13% | ? | -6% | 21% | 0% | -21%[57.1 µM] | 20% | 4%
O=C(O)c1ccc(S(=O)(=O)Nc2ccc(O)c(Sc3nc4ccccc4s3)c2)cc1 | -1% | ? | nt | 35µM* | 16µM* | ? | 89µM* | 27% | 22µM*
Cc1ccc2c(=O)cc(C(=O)Nc3c(C(=O)c4ccccc4)oc4ccccc34)oc2c1 | 2% | -7% | -5%[59 µM] | -12% | 11% | 16% | -16% | nt | 7%
COc1ccc(-c2csc(N3CCSCC3)n2)cc1 | -8% | -36% | -33% | -23% | 18% | 5% | -29% | 36%[activator] | -12%
CCOC(=O)C1=C(COC(=O)c2ccc(OC)c(S(=O)(=O)N3CCOCC3)c2)NC(=O)NC1C (stereo not given) | nt | nt | nt | -17% | 15% | 6% | -6% | nt | nt
CN(C)S(=O)(=O)c1ccc(N2CCCC2)c(C(=O)Nc2nc(-c3ccc(F)cc3)cs2)c1 | -5% | -2% | 10%[59 µM] | -17% | -13% | 2% | -11% | 1% | 21%
CCC(C(=O)N1CCN(c2cc(Cl)ccc2C)CC1)n1nc(C)n2c(cc3occc32)c1=O (stereo not given) | 1% | -6% | 4%[59 µM] | -14% | 8% | -1% | -14% | nt | 10%
COC(=O)C(CC(C)C)NC(=O)c1ccc([N+](=O)[O-])cc1 (stereo not given) | -5% | 14% | 21%[59 µM] | -6% | 16% | -9% | -9% | -3% | 5%

Reformatted: results already given.
Fields: BLM inh	BAZ2B block	G9a block	POLH inh	POLI inh	POLK inh	JMJD2A Tudor	APE1 inh	Pol beta inh
> CCOC(=O)C1=C(COC(=O)c2ccc(OC)c(S(=O)(=O)N3CCOCC3)c2)NC(=O)NC1C (stereo not given)
→ nt	nt	nt	-17%	15%	6%	-6%	nt	nt
> Cc1ccc2c(=O)cc(C(=O)Nc3c(C(=O)c4ccccc4)oc4ccccc34)oc2c1
→ 2%	-7%	-5%[59 µM]	-12%	11%	16%	-16%	nt	7%

Additional entries follow:
Molecule | BLM inh | BAZ2B block | G9a block | POLH inh | POLI inh | POLK inh | JMJD2A Tudor | APE1 inh | Pol beta inh
N#Cc1c(F)cccc1N1CCC(C#N)CC1 | -1% | 3% | 37%[59 µM] | -6% | 5%[58.9 µM] | -4% | -3% | -6% | 5%
CC12CN3CC(C)(CN(C1)C3c1ccccc1F)C2 (stereo not given) | -2% | -3% | nt | 3% | 10% | -20% | -2% | -4% | 10%
NS(=O)(=O)c1ccc(CCNC(=O)c2cccc([N+](=O)[O-])c2)cc1 | 5% | -12% | nt | -10% | 7% | -11% | -17% | 3% | 4%
CC(C)[C@@H](N)C(=O)O | -16% | nt | -1%[59 µM] | nt | nt | -17%[60.1 µM] | nt | -2% | nt
Cc1cc(C(=O)CN2C(=O)C(=O)N(Cc3ccco3)C2=O)c(C)n1CCc1ccc(F)cc1 | nt | -23% | -7%[12.7 µM] | -18% | 35%[activator] | -13% | -31% | -6% | nt
O=[N+]([O-])c1c(NCCO)cc(N2CCCCCC2)c2nonc12 | -4% | -23% | 13% | -12% | 48%[activator] | -6% | -23% | 12% | ?
Cc1ccc(S(=O)(=O)NC(C(=O)N2CCOCCOCCOCC2)C(C)C)cc1 (stereo not given) | -3% | 3% | 28% | -8% | 110%[activator] | -1% | -2% | 39% | -19%
CN1CCN(c2nc(-c3ccc(Br)cc3)nnc2-c2ccccc2)CC1 | 7% | ? | ? | ? | 7% | -10% | -35%[57.1 µM] | 0% | ?
CC(C)CN(C(=O)CCCSc1nc2ccccc2[nH]1)c1c(N)n(Cc2ccccc2)c(=O)[nH]c1=O | nt | -7% | -47% | 4% | 44%[activator] | -14% | -11% | 6% | nt
CN(C)C(=S)N=c1ssc(=S)n1Cc1ccccc1 | nt | nt | nt | -15% | 17% | -2% | ? | nt | nt
CSc1ccc(Cl)c(C(=O)NCCOc2cc(C)ccc2C(C)C)c1 | -14% | 18%[57.1 µM] | 94%[activator] | -19% | 6% | -16% | 28% | -3% | -13%
CCCOc1ccccc1C1NC(=O)NC(C)=C1C(=O)OCCOC(C)C (stereo not given) | -3% | -1% | 2% | -14% | 36%[activator] | -1% | -5% | 17% | -12%
COC(=O)c1nn(-c2ccccc2)nc1-c1nn(-c2ccccc2)nc1C(=O)OC | -9% | -3% | -2% | -3% | 1% | -4% | -8%[11.4 µM] | -1% | 1%
Cc1ccc(NC(=O)CSc2nnc(Cc3ccccc3)o2)c(C)c1 | -7% | -13% | -2% | -4% | 13% | -2% | -13% | -4% | 9%
Cc1cccc(N2CCN(C(=O)C3CCN(S(=O)(=O)c4cccs4)CC3)CC2)c1C | -4% | -1% | 6%[59 µM] | -4% | 52%[activator] | 1% | 0% | nt | 12%
COc1ccccc1-c1nc(S(=O)(=O)c2ccccc2)c(N2CCOCC2)o1 | -1% | 3% | 86%[activator] | -22% | ? | -26% | -12% | 34% | 19%
Cc1c(Cl)cccc1NC(=O)Nc1cc(C(C)(C)C)nn1C | -6% | -3% | -4% | -11% | 48%[activator] | -6% | -8% | -1% | -3%
O=C(CCCn1c(=O)[nH]c2ccsc2c1=O)NC1CCCCC1 | -1% | 4% | -7% | -6% | 22% | 6% | -6% | 13% | 50%
CCOc1ccc(NC(=O)Cn2nnc(-c3ccccc3NC(=O)C3CC3)n2)cc1 | -4% | 1% | -1% | -16% | -3% | -4% | 2%[11.4 µM] | 0% | 6%
COc1ccccc1Oc1nc2c(C)cccn2c(=O)c1/C=C(\C#N)c1nc2ccccc2[nH]1 | -1% | -7% | -10%[59 µM] | -16% | 88%[activator] | -14% | -25% | nt | 2%
O=C(CSc1nc2ccccc2c(=O)n1NC(=O)Cc1ccccc1)NCCc1ccccc1 | -1% | 1% | 9%[0.501 µM] | 5% | 10% | 0% | -9% | -6% | 13%
O=C(O)c1ccc(COc2ccc3ccccc3c2)o1 | -4% | -7% | ? | 1% | ? | 4% | -10% | ? | 7%
CN(C)C(=O)c1ccc(-c2cncnc2Nc2ccc(F)cc2)cc1 | -3% | nt | -5%[0.501 µM] | nt | nt | 0%[60.1 µM] | nt | -3% | nt
COC(=O)c1cc(NC(=O)C2(S(=O)(=O)c3ccc(Cl)cc3)CC2)cc(C(=O)OC)c1 | 1% | -31% | -15%[59 µM] | -16% | 21% | -13% | -1% | 23% | -19%
COc1ccc(N/C=C/C(=O)C(F)(F)F)cc1 | 0% | -4% | 3%[59 µM] | -14% | 19% | -6% | -1% | -2% | 7%
COc1ccc(NC(=O)c2nn(C)c3c2CS(=O)(=O)c2ccccc2-3)cc1 | -5% | -17% | -12% | -11% | 1% | -15% | -16% | 5% | 18%
CCOc1ccc(NC(=O)Cn2c(=O)n(Cc3ccccc3)c(=O)c3sc4ccccc4c32)cc1 | 2% | 5% | -1%[59 µM] | -5% | 16% | -4% | 6% | nt | 1%
COc1ccccc1Oc1ccc(S(=O)(=O)N2CCCCC2)cc1NC(=O)CCNC(C)=O | -1% | -25% | ? | -8% | -3% | -12% | -1% | 50% | 1%
Cc1cccc(-n2c(-c3cccc([N+](=O)[O-])c3)nc3nc4ccccc4nc32)c1 | 0% | 9% | 2%[59 µM] | nt | nt | nt | nt | 1% | -1%
COc1cc(/C=C/C(=O)N(Cc2ccccc2)c2ccccn2)cc(OC)c1OC | -1% | -2% | 8%[59 µM] | -16% | 3% | -11% | 0%[57.1 µM] | -2% | -28%
COc1ccc(CC(=O)N2CCC(CCC(=O)Nc3ccccc3)CC2)cc1 | -2% | -13% | 71%[activator] | -15% | 7% | -6% | 0% | 24% | 2%
Cc1ccc(S(=O)(=O)c2nc(C)oc2N2CCOCC2)cc1 | -4% | -19% | nt | -23% | 68%[activator] | -3% | ? | 17% | 11%
O=C(Cc1cccs1)Nc1nnc(SCc2ccc(C(F)(F)F)cc2)s1 | -4% | -36% | 13% | ? | 6% | -17% | -28% | ? | ?
CN(C)c1ccc(NC(=O)CN2CCC(C(=O)c3ccc(F)cc3)CC2)cc1 | -5% | ? | ? | 8% | 10% | 3% | ? | 20% | -2%
CCc1ccc(-c2cc(C)no2)cc1S(=O)(=O)Nc1ccc(Cl)cc1 | -16% | 7% | 12%[59 µM] | -12% | 11% | -22% | -21% | nt | 4%
CC(=O)C1=C(c2ccccc2)NC(=O)NC1c1ccccc1 (stereo not given) | 4% | 11% | nt | -18% | 27% | -3% | -12% | 5% | 45%
O=C(COC(=O)C1(c2ccc(Cl)cc2)CCCC1)NCc1ccco1 | -7% | -20% | 22%[0.0925 µM] | -25% | 99%[activator] | -10% | -3%[57.1 µM] | -8% | 4%
Cc1[nH]c2ccccc2c1-c1csc(NC(=O)CN2CCOCC2)n1 | -7% | 79µM* | 35µM* | 2% | 127%[activator] | -5% | ? | 9% | 26%

Grouped by structure, the compounds so far containing an aryl thioether with sulfur outside any ring (6)
Molecule | BLM inh | BAZ2B block | G9a block | POLH inh | POLI inh | POLK inh | JMJD2A Tudor | APE1 inh | Pol beta inh
O=C(O)c1ccc(S(=O)(=O)Nc2ccc(O)c(Sc3nc4ccccc4s3)c2)cc1 | -1% | ? | nt | 35µM* | 16µM* | ? | 89µM* | 27% | 22µM*
CC(C)CN(C(=O)CCCSc1nc2ccccc2[nH]1)c1c(N)n(Cc2ccccc2)c(=O)[nH]c1=O | nt | -7% | -47% | 4% | 44%[activator] | -14% | -11% | 6% | nt
CSc1ccc(Cl)c(C(=O)NCCOc2cc(C)ccc2C(C)C)c1 | -14% | 18%[57.1 µM] | 94%[activator] | -19% | 6% | -16% | 28% | -3% | -13%
Cc1ccc(NC(=O)CSc2nnc(Cc3ccccc3)o2)c(C)c1 | -7% | -13% | -2% | -4% | 13% | -2% | -13% | -4% | 9%
O=C(CSc1nc2ccccc2c(=O)n1NC(=O)Cc1ccccc1)NCCc1ccccc1 | -1% | 1% | 9%[0.501 µM] | 5% | 10% | 0% | -9% | -6% | 13%
O=C(Cc1cccs1)Nc1nnc(SCc2ccc(C(F)(F)F)cc2)s1 | -4% | -36% | 13% | ? | 6% | -17% | -28% | ? | ?

These rows are one share of the data; count on the stated rates, not on these rows.
